# Source: PubChem
# S1P3 antag: S1P3 receptor antagonists, primary screen, cell-based. Sphingosine 1-phosphate receptor 3 (Homo sapiens), Q99500. CHO S1P3 NFAT-BLA reporter, FRET fluorescence, antagonist mode. inhibition, % at 4.98 µM. 170,000 compounds, 0.27% hits. AID 485, 2006;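 active = inhibition above the plate cutoff, the mean inhibition of test wells on that plate plus 3 SD, cut at about 28% in these data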;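 also: cells challenged with S1P at its EC80 of 0.8 µM; blue over green emission ratio from cleaved BLA substrate after 4 h stimulation; 0% = S1P-stimulated wells and 100% = unstimulated DMSO-only wells; some compounds past the cut are filed as inactive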
# Target sequence (Q99500 whole entry, looked up): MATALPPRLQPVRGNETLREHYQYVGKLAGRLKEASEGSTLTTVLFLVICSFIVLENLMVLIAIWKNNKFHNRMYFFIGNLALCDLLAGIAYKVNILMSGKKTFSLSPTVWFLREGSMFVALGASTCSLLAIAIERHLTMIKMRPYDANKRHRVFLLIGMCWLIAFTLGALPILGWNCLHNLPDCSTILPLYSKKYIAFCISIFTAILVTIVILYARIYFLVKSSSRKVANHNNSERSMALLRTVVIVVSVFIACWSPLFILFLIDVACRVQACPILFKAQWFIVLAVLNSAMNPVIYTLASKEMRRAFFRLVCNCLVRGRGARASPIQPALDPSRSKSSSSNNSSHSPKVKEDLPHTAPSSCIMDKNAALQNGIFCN
# Numbers without * were called inactive. This is a subset. The share of hits here may be higher or lower than overall.
SMILES,S1P3 antag
Nc1nc(NCCCN2CCOCC2)nc(NCc2ccccc2)c1[N+](=O)[O-],2
Cc1cc(=O)oc2cc(OCc3ccc(C(=O)OCC(=O)N(C)C4CCS(=O)(=O)C4)cc3)ccc12 (stereo not given),-9
C=CCSc1nc(N)cc(=O)[nH]1,2
Fc1ccc(-c2noc(-c3ccc4c(c3)CCO4)n2)cc1,4
COc1cc(/C(C)=N/NC(=O)CSc2nnc(C)s2)ccc1O,2
CC1Oc2ccccc2C=C1/C=N/NC(=O)c1ccncc1 (stereo not given),10
O=S(=O)(c1ccccc1)N(CC(O)COc1ccccc1)c1ccccc1 (stereo not given),-8
CN1N=C(C(C)(C)C)CC1=O,-9
CC(=O)N(CCC(c1ccco1)C(C)C)Cc1ccc(Cl)cc1 (stereo not given),5
CC1(C)CC(=O)C=C(NCCN2CCN(C(=S)Nc3ccccc3)CC2)C1,-8
Cc1nc(CSc2n[nH]c(=O)n2-c2ccccc2)cs1,-7
CCC(=O)Nc1sc(Cc2ccc3c(c2)OCO3)c(C)c1C(N)=O,3
CC1Cc2cc(/C=C3/SC(=S)NC3=O)ccc2O1 (stereo not given),7
C[C@H](NC(=O)OC(C)(C)C)C(=O)N/N=C/c1cccc2nccnc12,16
N#CCSc1n[nH]c2nc3c(c(=O)n12)C1(CCCCC1)Cc1ccccc1-3,9
CCOc1ccc(N2C(=O)C3ON(C)C(c4ccc([N+](=O)[O-])cc4)C3C2=O)cc1 (stereo not given),-5
O=C1Nc2ccc(Cl)cc2C(=O)C1(F)c1ccccc1 (stereo not given),-3
O=C(Nc1ccc(Cl)c([N+](=O)[O-])c1)Nc1nc2ccccc2s1,-12
CC(C)CNC(=O)C1CCN(c2ccc(S(=O)(=O)N3CCOCC3)cc2[N+](=O)[O-])CC1,-26
COc1cccc(NC(=S)Nc2ccc(O)cc2)c1,-16
CCc1ccc(/C=C2\Oc3c(ccc(O)c3CN3CCN(CCO)CC3)C2=O)cc1,5
COc1ccc(-c2nn(-c3ccccc3)cc2CN(C)CCn2ccnc2C)c(F)c1,-3
CC(=O)Nc1ccc(SCC(=O)c2c(N)n(Cc3ccccc3)c(=O)n(C)c2=O)cc1,-9
CC1(C)N=c2ccc([N+](=O)[O-])c(N)c2=[N+]1[O-],1
CNNC(=S)NCCC1=CCCCC1,17
# Remaining list, next part.
SMILES,S1P3 antag
Cc1cccc(C)c1NC(=O)NN=C1CCCCC1,1
C/C(=N\NC(=O)CCc1c(C)n[nH]c1C)c1ccc([N+](=O)[O-])cc1,1
COc1cccc(OCc2cc(/C=N/n3cncn3)ccc2OC)c1,-3
O=C(C[n+]1cccc(/C=N/O)c1)N(Cc1ccccc1)Cc1ccccc1,-14
Cc1cc(NC(=O)CSc2nnc(NCc3ccccc3)s2)no1,-5
CC(C)S(=O)(=O)c1cnc(-c2ccccn2)nc1N,-8
CN(C)/C=C(\C#N)S(=O)(=O)c1ccc(Cl)cc1,1
N=C1/C(=C\c2ccc(-c3cccc(C(=O)O)c3)o2)C(=O)N=C2SC=C(c3ccccc3)N12,-9
CC1SCC(=NOCc2c(Cl)cccc2Cl)CS1 (stereo not given),0
Nc1ccc(Oc2ccc(F)cc2)nc1,-3
Cc1ccccc1S(=O)(=O)N(CC(O)CN1C(=O)NC(C)(C)C1=O)c1ccccc1 (stereo not given),-4
CC(C)(C)c1ccc(Oc2ccc(NC(=O)CCCC(=O)O)cn2)cc1,-3
CSCC(O)Cn1ncc2ccccc2c1=O (stereo not given),-11
Cc1ccc(S(=O)(=O)N(C)C)cc1NC(=O)C1CCC1,18
N#C/C(=C\c1ccc(OCc2ccc(F)cc2)cc1)C(=O)Nc1cccc(C(=O)O)c1,-10
O=C(O)c1ccccc1C(=O)c1ccc(Sc2ccc(Cl)cc2)c([N+](=O)[O-])c1,5
CC(=O)Nc1ccc(Nc2cc(C(C)C)nc3c(-c4ccccc4)c(C)nn23)cc1,-2
COc1ccc2c(CC(=O)OCC(=O)Nc3ccc(S(N)(=O)=O)cc3)coc2c1,10
Nc1nc(SC23CC4CC(CC(C4)C2)C3)ns1,0
COc1ccccc1CNC(=O)CN(C)S(=O)(=O)c1cccc2cccnc12,-9
CC(C)c1nc(NCCO)c(C#N)c2c1CCCC2,-8
CCOC(=O)C1=C(C)N=C2SCCC(=O)N2[C@@H]1c1cccs1,11
COC(=O)c1c(C)oc(C)c1S(=O)(=O)NCC1CC1,8
NC(=O)NC(=O)COC(=O)CCCSc1nc2ccccc2s1,0
CCOC(=O)C(=O)N(CC)C1CCS(=O)(=O)C1 (stereo not given),10
# (further entries)
SMILES,S1P3 antag
Cn1c(=O)c2c(ncn2CCC(=O)N/N=C/c2cccnc2)n(C)c1=O,-5
O=[N+]([O-])c1ccc(OCCO)nc1,5
CCOc1ccc(NC(=O)Nc2ccc(Cc3ccncc3)cc2)cc1,19
O=C(Nc1ccc2[nH]c(=O)[nH]c2c1)c1cc(F)c(F)cc1Cl,4
COCCn1c(SCC(=O)Nc2ccc3[nH]c(=O)[nH]c3c2)nc2ccccc2c1=O,-5
O=C(O)/C=C/C(=O)NCCc1ccc(Cl)cc1,-11
CCOC(=O)C(=O)N/N=C/c1cccc(Br)c1,0
CN(C)C(=S)NC(=O)C12CC3(C)CC(C)(CC(C)(C3)C1)C2,5
O=Nc1c(-c2cccc([N+](=O)[O-])c2)nc2ncccn12,2
Cc1ccc(C2Nc3ccccc3C(=O)N2CCN2CCNC2=O)cc1 (stereo not given),3
Cc1ccnc(NC(=O)COc2ccc(Cl)cc2)n1,-11
COc1ccc(N(C)C(=O)c2oc(=O)c3ccccc3c2-c2ccc(C)cc2)c(OC)c1,-3
O=c1oc2ccccc2c(O)c1Cc1cc(Cl)c2cccnc2c1O,-1
Cc1nc(C)c(C(=O)O)c(-c2cccs2)c1C(=O)O,-1
CCc1ccc(NC(=O)c2n[nH]c(=O)c3ccccc23)cc1,9
Cc1cc(C(=O)NNc2ccc(C)c(C)c2)no1,7
NC(=O)CSc1cn(CCNC(=O)c2cccs2)c2ccccc12,29
CC(=O)c1sc(C(=O)O)c(-c2ccco2)c1-c1ccco1,6
O=S(=O)(c1ccc(-c2ccon2)s1)N1CCN(c2ccccn2)CC1,5
CC(=O)N1CCN(C(=O)CCC(=O)O)CC1,-3
C#CCCOC(=O)Nc1ccccc1,-11
CCOC(=O)c1c(-c2ccc(C)cc2)csc1/N=C(\C)C1=C(O)c2ccccc2C1=O,11
Cc1ccc(S(=O)(=O)Nc2cccc3ncccc23)cc1,-5
O=S(=O)(CCc1ccncc1)C1Cc2cccc3cccc1c23 (stereo not given),-9
Cc1cc(C)c2nc(Nc3nc(C)cc(=O)[nH]3)nc(C)c2c1,2
# Next part.
SMILES,S1P3 antag
COc1ccc(C(=O)N/C(=C\c2ccco2)C(=O)OCc2ccco2)cc1,-5
O=C(O)C1CCN(C(=O)c2cc(F)cc3c2OCOC3)CC1,-8
Cc1cc(-c2nnc(SCC(=O)Nc3nccs3)o2)no1,-3
COc1cccc(NC(=O)[C@H](C)NC(=O)C2CCN(S(=O)(=O)c3ccc(C)cc3)CC2)c1,-3
CC1=CCC2C(=O)N(c3ccc(S(N)(=O)=O)cc3)C(=O)C2C1 (stereo not given),-2
Cn1c(=O)c2[nH]c(N=Nc3ccc(N)cc3N)nc2n(C)c1=O,-7
O=C(O)C1CCN(c2ccc([N+](=O)[O-])cc2[N+](=O)[O-])CC1,-9
Cc1ccc(NC(=O)C2CCCCC2C(=O)O)cc1C (stereo not given),1
CC(=O)Nc1ccc(S(=O)(=O)N2CCN(Cc3nc4sc(C)c(C)c4c(=O)[nH]3)CC2)cc1,-7
O=C(Nc1cccc(S(=O)(=O)N2CCOCC2)c1)C1CCCN(C(=O)c2ccc(Cl)cc2)C1 (stereo not given),2
O=C(Cc1csc(N2CCOCC2)n1)N/N=C/c1ccccc1C(=O)O,9
Cc1ccc(NC(=S)NNC(C)(C)C)cc1,1
CC(C)COP(=O)(OCC(C)C)C(O)c1ccc(N(C)C)cc1 (stereo not given),13
Cc1cc(-c2nc(C)c(C(=O)NNS(=O)(=O)c3ccccc3)s2)no1,-7
O=C(CNc1ccc(F)cc1F)NC(=O)NCc1ccco1,-7
CC(=O)Nc1ccc2c(c1)OCCOCCOc1cc(NC(C)=O)ccc1OCCO2,-14
COc1ccc(/C=N\Nc2ccc([N+](=O)[O-])cc2)c(C(=O)O)c1OC,-1
CC(=O)Nc1cccc(OCCCOc2ccc([N+](=O)[O-])cc2)c1,13
CCc1cc(C(=O)c2ccc(OC)cc2)c(NC(=O)CN2CCCC2)s1,-4
O=C(O)Cn1cnc2c(=S)nc[nH]c21,12
OC(CNCc1ccccc1)c1ccccc1 (stereo not given),4
O=C(OCn1nnc2ccccc2c1=O)c1cc2ccccc2o1,2
CN1/C(=C\C(=O)COC(=O)c2ccccc2O)C(C)(C)c2ccccc21,-11
O=c1[nH]cc(I)cc1I,-4
O=C(N=C1N=C2C=CC(Br)=CN2Cc2ccccc21)c1ccc([N+](=O)[O-])cc1[N+](=O)[O-],-6
# Additional entries
SMILES,S1P3 antag
CCOC(=O)CNC(=O)c1ccc(Br)s1,-10
Oc1ccc(N=Cc2c(O)ccc3ccccc23)cc1,-4
CCSc1nc(C)nc2sc(C)c(C)c12,-11
C(=C\c1ccncc1)/c1ccccc1,0
COn1c(C)c(C)c2c3nonc3ccc21,-8
Nc1nc(NCC2CCCO2)nc(Nc2ccc(Cl)cc2)c1[N+](=O)[O-] (stereo not given),-1
NNC(=O)c1csc(CS(=O)(=O)c2ccc(Cl)cc2)n1,6
NC(=O)c1ccccc1N1CCCCC1,14
Cc1ccc(S(=O)(=O)N(C)C)cc1NC(=O)COc1ccc(-c2nnco2)cc1,5
COc1ccccc1N1CCN(C(=O)CSc2ncnc3c2cnn3-c2ccc(C)c(C)c2)CC1,-10
C=CCc1c(C)nc2c(C)cccc2c1SC(=N)N,-9
O=c1[nH][nH]c(=S)n1C1CCCCC1,5
O=C(N[C@H]1CC1c1ccccc1)c1ccc([N+](=O)[O-])cc1 (stereo not given in full),9
O=C(Nc1nnc(/C=C/c2ccccc2)s1)c1ccco1,4
CCC(C)[C@H](NC(=O)Nc1ccccc1F)C(=O)OC (stereo not given in full),6
C/C(=N\NC(N)=O)c1ccc(Cl)s1,2
Cc1c(C(=O)/C=C/N(C)C)nnn1-c1ccc(Cl)cc1Cl,-11
O=C1N=c2ccccc2=C1c1sc(=S)n(-c2ccc(O)cc2)c1O,1
COc1ccc(C2c3c(ncn(CCCN4CCOCC4)c3=N)Oc3ccc4ccccc4c32)cc1OC (stereo not given),-6
COc1ccc(NC(=O)Cc2cccc(F)c2)cc1S(=O)(=O)Nc1ccccc1Cl,6
CCOC(=O)c1oc2nc3c(cc2c1N)CCCC3,-3
CCOC(=O)c1cnc2c(C(=O)OCC)cnn2c1N,-8
Cn1c2ccccc2c2nnc(NN)nc21,2
O=C(O)CSC1=NCCN1,-1
CN(C)C(=O)C1CC(=O)OC12CCCCC2 (stereo not given),3
# New compounds follow
SMILES,S1P3 antag
CCC(C)(C)NC(=O)C(c1ccc(O)cc1)N(CCOC)C(=O)CCC(=O)Nc1nccs1 (stereo not given),-36
Cc1onc(NC(=O)CSCC(=O)O)c1Br,-1
COc1cccc(-c2nnc(NC(C)=O)o2)c1,-9
Cn1c(=O)c2c(nc(N/N=C/c3cccs3)n2C)n(C)c1=O,-14
CS(=O)(=O)c1ccc2nnn(OCC(=O)Nc3cccc(C#N)c3)c2c1,-12
Cn1c(SCc2cccc(F)c2)nnc1-c1cnccn1,8
COc1ccc(OS(=O)(=O)c2c(C)noc2C)cc1,-4
COc1ccc(C(=O)N=S2CCN(C(=O)c3ccc(Cl)cc3)CC2)cc1,3
C/C(=N\S(=O)(=O)c1ccc(C)cc1)N(C)C,-2
O=C(NCc1cccnc1)C(=O)Nc1nc(-c2ccccc2)cs1,10
Cc1cc(C)c2cc(C#N)c(SCC(=O)Nc3ccc4c(c3)OCO4)nc2c1,-4
NS(=O)(=O)c1ccc(N/N=C/c2ccc(C(=O)O)cc2)c([N+](=O)[O-])c1,8
CNC(=O)c1ncoc1-c1ccc(Cl)cc1,-5
Cc1onc(-c2ccccc2)c1C(=O)NC(=S)NNC(=O)c1ccco1,1
Nn1c(SCc2cc([N+](=O)[O-])cc3c2OCOC3)nnc1-c1ccccn1,-2
CC(C)S(=O)(=O)c1csc(NC(=O)Nc2ccc(Cl)cc2)c1,4
COc1ccc(-c2nc3ccccc3c(=O)n2-c2c(C)n(C)n(-c3ccccc3)c2=O)cc1,-5
Cc1ccc(NC(=O)C(Cc2ccccc2)n2cccc2)cc1 (stereo not given),23
COc1ccccc1N1CCN(C(c2cccs2)C(C)NC(=O)c2ccco2)CC1 (stereo not given),10

# In the list so far, these have a thiophene ring, fused or not:
SMILES,S1P3 antag
CCC(=O)Nc1sc(Cc2ccc3c(c2)OCO3)c(C)c1C(N)=O,3
CCOC(=O)C1=C(C)N=C2SCCC(=O)N2[C@@H]1c1cccs1,11
Cc1nc(C)c(C(=O)O)c(-c2cccs2)c1C(=O)O,-1
NC(=O)CSc1cn(CCNC(=O)c2cccs2)c2ccccc12,29
CC(=O)c1sc(C(=O)O)c(-c2ccco2)c1-c1ccco1,6
O=S(=O)(c1ccc(-c2ccon2)s1)N1CCN(c2ccccn2)CC1,5
CCOC(=O)c1c(-c2ccc(C)cc2)csc1/N=C(\C)C1=C(O)c2ccccc2C1=O,11
CC(=O)Nc1ccc(S(=O)(=O)N2CCN(Cc3nc4sc(C)c(C)c4c(=O)[nH]3)CC2)cc1,-7
CCc1cc(C(=O)c2ccc(OC)cc2)c(NC(=O)CN2CCCC2)s1,-4
CCOC(=O)CNC(=O)c1ccc(Br)s1,-10
CCSc1nc(C)nc2sc(C)c(C)c12,-11
C/C(=N\NC(N)=O)c1ccc(Cl)s1,2
Cn1c(=O)c2c(nc(N/N=C/c3cccs3)n2C)n(C)c1=O,-14
CC(C)S(=O)(=O)c1csc(NC(=O)Nc2ccc(Cl)cc2)c1,4
COc1ccccc1N1CCN(C(c2cccs2)C(C)NC(=O)c2ccco2)CC1 (stereo not given),10
